Compound activity deposited in PubChem by NCI.
NCI-60 one-dose screen, 48 h, at 10 µM unless noted. Numbers give growth in % (100 = growth as untreated, 0 = no growth, -100 = all killed).
MDA-MB-468 = MDA-MB-468 breast cancer. hit rate 8.5% among 78,000. AID 2202374
MDA-MB-435 = MDA-MB-435 melanoma; AID 1794794; hit rate 7.8% among 82,000
RPMI-8226 = RPMI-8226 leukemia cells; hit rate 7.5% among 77,000; AID 1794781
MDA-MB-231 = MDA-MB-231 breast cancer. hit rate 5% among 81,000
MCF7 = MCF7 breast cancer; hit rate 6.3% among 82,000; AID 1794796
An asterisk follows results filed as active; . = no result given; & = joins results of further samples; ! = repeats disagree; [ ] = another dose, or the depositor's remark. Rule for the calls: active = growth percent below 10; inactive = the rest. These rows are one share of the data; rates above refer to the full screens.

Labels used below – A = MDA-MB-468; B = MDA-MB-435; C = RPMI-8226; D = MDA-MB-231; E = MCF7
CSc1nc(Br)nc2c1ncn2C1CC(Oc2ccc(C)cc2)C(COc2ccc(C)cc2)O1 (stereo unspecified)
  A = .	B = .	C = .	D = .	E = 80.8&83.9[100 µM]

COc1cc([C@H]2OC[C@@H]3C(c4cc(OC)c5c(c4)OCO5)OC[C@H]23)cc(OC)c1OC (stereo partly specified)
  A = .	B = .	C = .	D = .	E = 7.3*![100 µM]

O=C(C[n+]1ccccc1)N/N=C(\Cc1nc2ccc([N+](=O)[O-])cc2[nH]c1=O)C(=O)Nc1cc(Cl)c(Cl)cc1Cl
  A = .	B = .	C = .	D = .	E = 18.4&71.6[100 µM]

CC(=O)OC(=C(C#N)C#N)c1nccnc1C(C)=O
  A = .	B = .	C = .	D = .	E = 75.4&106.4[20 µM]

CC(C)=CCc1c(OC(=O)c2c(C)cc(O)cc2O)cc(CO)c(CO)c1O
  A = .	B = .	C = .	D = .	E = -100.0*[100 µM]

O=c1[nH]c(Nc2ccc(F)c(Cl)c2)nc2nc[nH]c12
  A = .	B = .	C = .	D = .	E = 88.3&85.6[100 µM]

Cc1nc2ccccc2c(=O)n1/N=C/c1ccc(N(C)C)cc1
  A = .	B = .	C = .	D = .	E = 84.1&77.4[100 µM]

Cc1ccc(OCC2OC(n3cnc4nc(N)nc(Cl)c43)CC2Oc2ccc(C)cc2)cc1 (stereo unspecified)
  A = .	B = .	C = .	D = .	E = -87.9*![100 µM]

CN1CCc2cc3c(c4c2C1C(O)c1ccccc1-4)OCO3 (stereo unspecified)
  A = .	B = .	C = .	D = .	E = -58.3*[100 µM]

CC(=O)c1cc2c(s1)C(=O)c1ccsc1C2=O
  A = .	B = .	C = .	D = .	E = -100.0*[100 µM]

COCC12CCC(OC)C34C5CC6(O)C(OC)C=C(C5C6OC(=O)c5ccccc5)C(C(OC)C13)C4N(C)C2 (stereo unspecified)
  A = .	B = .	C = .	D = .	E = 74.2&79.9[100 µM]

C=C1CC[C@H]2C(C)=CC[C@H]3C(=C)C(=O)O[C@@H]3[C@@H]12
  A = .	B = .	C = .	D = .	E = 75.3[100 µM]

COc1ccc(OC)c2c1C1CCC(=O)N1CN2C(C)=O (stereo unspecified)
  A = .	B = .	C = .	D = .	E = 69.9&87.4[100 µM]

COC(=O)C1CCC(=O)N1CN(C(C)=O)c1cc(OC)ccc1OC (stereo unspecified)
  A = .	B = .	C = .	D = .	E = 81.2&87.1[100 µM]

COc1ccc(/C=C2/N=C(N/N=C\C(O)C(O)C(O)C(O)CO)NC2=O)cc1 (stereo unspecified)
  A = .	B = .	C = .	D = .	E = 57.1&72.3&79.2&65.0[100 µM]

NNc1nc2ccccc2c(=O)n1NC(=O)C(=O)Nc1cccc(C(F)(F)F)c1
  A = .	B = .	C = .	D = .	E = 66.3&80.7[100 µM]

CCNc1nc2c(ncn2C2CC(O)C(COP(=O)(O)O)O2)c(=O)[nH]1 (stereo unspecified)
  A = .	B = .	C = .	D = .	E = 86.1&85.3[100 µM]

COc1ccc(NC(=S)C#N)cc1
  A = .	B = .	C = .	D = .	E = 20.5&56.4[100 µM]

Oc1ccc(/C=C/c2cc(O)cc3c2C(c2cc(O)cc(O)c2)C(c2ccc(O)c(O)c2)O3)cc1 (stereo unspecified)
  A = .	B = .	C = .	D = .	E = -48.3*[100 µM]

N#C/C(=C\c1ccccc1)C(=O)Nc1nnc(-c2ccccc2)o1
  A = .	B = .	C = .	D = .	E = 3.2*![100 µM]

COc1ccc(C2=C(N)c3cc(OC)ccc3C2=O)cc1
  A = .	B = .	C = .	D = .	E = 66.7&79.7[100 µM]

CN(C)N=Nc1ccc2[nH]c(=O)[nH]c2c1
  A = .	B = .	C = .	D = .	E = 75.4&90.3[100 µM]

Fc1ccc(Nc2nc(Cl)c3[nH]cnc3n2)cc1Cl
  A = .	B = .	C = .	D = .	E = 7.9*![100 µM]

CCn1c2c(c3ccccc3c1=O)C(=O)c1ccccc1-2
  A = .	B = .	C = .	D = .	E = 21.0&71.7[100 µM]

NNC(=S)N/N=C(/C(=O)Nc1ccc(Cl)c(Cl)c1)C(C1OC(=O)c2ccccc21)[N+](=O)[O-] (stereo unspecified)
  A = .	B = .	C = .	D = .	E = 18.7&64.1[100 µM]

CCOC(=O)C1(C(N)=O)C(=O)c2ccncc2C1=O (stereo unspecified)
  A = .	B = .	C = .	D = .	E = 92.8&101.3[100 µM]

Cc1ccc(OC2CC(n3cnc4ncnc(Cl)c43)OC2Oc2ccc(C)cc2)cc1 (stereo unspecified)
  A = .	B = .	C = .	D = .	E = -95.4*[100 µM]

COc1cc([C@H]2c3cc(O)c(OC)cc3C[C@]3(O)[C@@H]2CO[C@@H]3O)ccc1O
  A = .	B = .	C = .	D = .	E = 66.4&84.2[100 µM]

COc1ccc(-c2oc3c(CC(=O)O)cccc3c(=O)c2OC)cc1
  A = .	B = .	C = .	D = .	E = 74.5&71.8[100 µM]

CCOC(=O)Nc1n[nH]nc1Cl
  A = .	B = .	C = .	D = .	E = 84.8&103.9[100 µM]

CCC(C)C1(O)OC2CC3(C)OC(=CC3=O)/C(C)=C\C3OC(=O)C1(C)C32 (stereo unspecified)
  A = .	B = .	C = .	D = .	E = -100.0*[100 µM]

COc1ccc(C2=C(N)c3ccccc3C2=O)cc1
  A = .	B = .	C = .	D = .	E = 72.9&79.1[100 µM]

C[C@@H]1CCC([C@@H](C)[C@H]2CC[C@H]3[C@@H]4CC[C@H]5C[C@@H](O)CC[C@]5(C)[C@H]4CC[C@]23C)=NC1
  A = .	B = .	C = .	D = .	E = -46.7*[100 µM]

C[C@@H]1CC[C@H]2C(C)(C)[C@H]3C[C@@]12CC[C@@]3(C)O
  A = .	B = .	C = .	D = .	E = -100.0*![100 µM]

O=C1NC(=O)[C@@]2(CC[C@@H](O)C2)c2ccncc21
  A = .	B = .	C = .	D = .	E = 103.2[100 µM]

Cn1c(COC(=O)NC2CCCCC2)c(COC(=O)NC2CCCCC2)c2ccc3cc(Cl)c(Cl)cc3c21
  A = .	B = .	C = .	D = .	E = -78.6*[100 µM]

CCCCOC(=O)C(=O)C(CCC(=O)c1ccc(C)cc1)C(=O)C=C(C)C (stereo unspecified)
  A = .	B = .	C = .	D = .	E = 85.4&88.1[100 µM]

Cc1cc2c3c(nc4ccccc42)C(=O)c2cccnc2-c3n1
  A = .	B = .	C = .	D = .	E = -100.0*[100 µM]

CC1=C(C#N)C(=O)N(/N=C/c2ccc(Cl)cc2)C(=O)/C1=c1\o/c(=C2/C(=O)N(/N=C/c3ccc(Cl)cc3)C(=O)C(C#N)=C2C)c2nccnc12
  A = .	B = .	C = .	D = .	E = 62.3&104.2[100 µM]

COc1cccc2c1-c1nc(N)c3c(OC)cccc3c1C2=O
  A = .	B = .	C = .	D = .	E = 54.8&88.8[100 µM]

CC1=C2NCN(C)N=C2C(C#N)(C#N)C1(C#N)C#N
  A = .	B = .	C = .	D = .	E = -73.1*[100 µM]

COc1ccc2nc(N/N=C/c3ccc(C)s3)cc(C)c2c1
  A = .	B = .	C = .	D = .	E = -100.0*[100 µM]

CC1C2(C)OC(=N)C(C#N)(C(c3ccccc3)O2)C1(C#N)C#N (stereo unspecified)
  A = .	B = .	C = .	D = .	E = 95.3[100 µM]

CCC(c1ccc(N(C)C)cc1)C1NC(=S)NC1=O (stereo unspecified)
  A = .	B = .	C = .	D = .	E = 10.5&37.9[100 µM]

Cn1c(COC(=O)Nc2ccccc2)c(COC(=O)Nc2ccccc2)c2ccc3cc(Cl)c(Cl)cc3c21
  A = .	B = .	C = .	D = .	E = 95.8[75 µM]

Cc1cc(S(=O)(=O)O)c(NC(=O)c2oc3cc(O)ccc3c(=O)c2C)cc1Cl
  A = .	B = .	C = .	D = .	E = 86.3&100.0[100 µM]

CC/C(Cl)=N\OC(=O)Nc1ccc(F)cc1F
  A = .	B = .	C = .	D = .	E = 48.1&70.7[100 µM]

CCCCOC(=O)c1cc(C(=CCC[C@H]2CC[C@@]3(C)[C@@H](CC[C@@H]4[C@@H]3CC[C@]3(C)[C@@H](C(C)CCCC(C)C)CC[C@@H]43)C2)c2cc(Cl)c(O)c(C(=O)OCCCC)c2)cc(Cl)c1O (stereo partly specified)
  A = .	B = .	C = .	D = .	E = 105.5[50 µM]

C=C(CO)C(=O)OC1CC(=C)C2CC(O)C(C)C2C2OC(=O)C(=C)C12 (stereo unspecified)
  A = .	B = .	C = .	D = .	E = -86.7*![100 µM]

CNC(=S)c1nnsc1N
  A = .	B = .	C = .	D = .	E = 0.4*![100 µM]

2 entries from above in another layout:
Cc1cc2c3c(nc4ccccc42)C(=O)c2cccnc2-c3n1
  MDA-MB-468: .
  MDA-MB-435: .
  RPMI-8226: .
  MDA-MB-231: .
  MCF7: -100.0*[100 µM]
COc1cc([C@H]2c3cc(O)c(OC)cc3C[C@]3(O)[C@@H]2CO[C@@H]3O)ccc1O
  MDA-MB-468: .
  MDA-MB-435: .
  RPMI-8226: .
  MDA-MB-231: .
  MCF7: 66.4&84.2[100 µM]

(further entries)
Labels used below – A = MDA-MB-468; B = MDA-MB-435; C = RPMI-8226; D = MDA-MB-231; E = MCF7
N#Cc1nc(/C=C/c2ccccc2)oc1N
  A = .	B = .	C = .	D = .	E = 13.5&45.0[100 µM]

CC(=O)c1cc([N+](=O)[O-])ccc1O
  A = .	B = 106.4	C = 98.4	D = 111.8	E = .

COc1ccc(CCC2=C(C)Nc3ncnn3C2c2ccc(OC)cc2)cc1 (stereo unspecified)
  A = .	B = 107.4	C = 97.1	D = 120.8	E = .

C=C(NC(=O)[C@H](C(C)C)N(C)c1cc(Br)cc2[nH]ccc12)C(=O)OC
  A = .	B = 92.7	C = .	D = 95.1	E = 89.2

COc1ccc(CN2C(=O)NC(c3ccccc3)(c3ccccc3)C2=O)cc1
  A = .	B = 99.4	C = .	D = 93.9	E = 92.6

COc1ccc(-c2nn(-c3cccc(Cl)c3)cc2/C=C/C(=O)c2cccs2)cc1
  A = 97.8	B = .	C = .	D = 92.1	E = 87.8

In the list so far, these contain a Cl atom:
Labels used below – A = MDA-MB-468; B = MDA-MB-435; C = RPMI-8226; D = MDA-MB-231; E = MCF7
O=C(C[n+]1ccccc1)N/N=C(\Cc1nc2ccc([N+](=O)[O-])cc2[nH]c1=O)C(=O)Nc1cc(Cl)c(Cl)cc1Cl
  A = .	B = .	C = .	D = .	E = 18.4&71.6[100 µM]

O=c1[nH]c(Nc2ccc(F)c(Cl)c2)nc2nc[nH]c12
  A = .	B = .	C = .	D = .	E = 88.3&85.6[100 µM]

Cc1ccc(OCC2OC(n3cnc4nc(N)nc(Cl)c43)CC2Oc2ccc(C)cc2)cc1 (stereo unspecified)
  A = .	B = .	C = .	D = .	E = -87.9*![100 µM]

Fc1ccc(Nc2nc(Cl)c3[nH]cnc3n2)cc1Cl
  A = .	B = .	C = .	D = .	E = 7.9*![100 µM]

NNC(=S)N/N=C(/C(=O)Nc1ccc(Cl)c(Cl)c1)C(C1OC(=O)c2ccccc21)[N+](=O)[O-] (stereo unspecified)
  A = .	B = .	C = .	D = .	E = 18.7&64.1[100 µM]

Cc1ccc(OC2CC(n3cnc4ncnc(Cl)c43)OC2Oc2ccc(C)cc2)cc1 (stereo unspecified)
  A = .	B = .	C = .	D = .	E = -95.4*[100 µM]

CCOC(=O)Nc1n[nH]nc1Cl
  A = .	B = .	C = .	D = .	E = 84.8&103.9[100 µM]

Cn1c(COC(=O)NC2CCCCC2)c(COC(=O)NC2CCCCC2)c2ccc3cc(Cl)c(Cl)cc3c21
  A = .	B = .	C = .	D = .	E = -78.6*[100 µM]

CC1=C(C#N)C(=O)N(/N=C/c2ccc(Cl)cc2)C(=O)/C1=c1\o/c(=C2/C(=O)N(/N=C/c3ccc(Cl)cc3)C(=O)C(C#N)=C2C)c2nccnc12
  A = .	B = .	C = .	D = .	E = 62.3&104.2[100 µM]

Cn1c(COC(=O)Nc2ccccc2)c(COC(=O)Nc2ccccc2)c2ccc3cc(Cl)c(Cl)cc3c21
  A = .	B = .	C = .	D = .	E = 95.8[75 µM]

Cc1cc(S(=O)(=O)O)c(NC(=O)c2oc3cc(O)ccc3c(=O)c2C)cc1Cl
  A = .	B = .	C = .	D = .	E = 86.3&100.0[100 µM]

CC/C(Cl)=N\OC(=O)Nc1ccc(F)cc1F
  A = .	B = .	C = .	D = .	E = 48.1&70.7[100 µM]

CCCCOC(=O)c1cc(C(=CCC[C@H]2CC[C@@]3(C)[C@@H](CC[C@@H]4[C@@H]3CC[C@]3(C)[C@@H](C(C)CCCC(C)C)CC[C@@H]43)C2)c2cc(Cl)c(O)c(C(=O)OCCCC)c2)cc(Cl)c1O (stereo partly specified)
  A = .	B = .	C = .	D = .	E = 105.5[50 µM]

COc1ccc(-c2nn(-c3cccc(Cl)c3)cc2/C=C/C(=O)c2cccs2)cc1
  A = 97.8	B = .	C = .	D = 92.1	E = 87.8
